Rev-erbA mod = Rev-erb alpha (human) modulation | P20393 | AID 1259318 | Rev-erbα–FITC-DNA binding, fluorescence polarization, 90 min | activity, % at 10 µM | 370,000 tested, 0.79% active;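 active = activity above about 14%, limit read from the data; passing the limit was not always enough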;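 note: 0% = DMSO wells with 35 nM protein and 100% = DMSO wells with 750 nM protein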
MBD2 inh = blocks human MBD2 binding to methylated DNA. Q9UBB5. 370,000 tested, 0.31% active. inhibition, % at 4.4 µM. AID 686964. TR-FRET, MBD2 binding to methylated oligonucleotide; in the data active = inhibition above about 13%
SMARCA2 act = SMARCA2 function activation, primary screen; MG213 cells, MMTV-luciferase reporter, dexamethasone, overnight; activation, % at 9.1 µM; 370,000 tested, 1% active; in the data active = activation above about 7.8%;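 note: 0% = vehicle wells and 100% = reference activator wells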
hcDAF-12 act = activators of H. contortus DAF-12 nuclear receptor; HEK293 hcDAF-12 lit1-tk-luc reporter, luminescence; 0% DMSO, 100% Δ7-dafachronic acid; activation, % at 6.8 µM; 370,000 tested, 1.4% active;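 active = activation above the mean of all tested compounds plus 3 SD, cut at about 5.5% in these data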;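 note: 100% = response to 3 µM Δ7-dafachronic acid high control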
PLCg1 inh = PLC-gamma1 (human) inhibition, primary screen; inhibition, % at 12.2 µM; 370,000 tested, 0.84% active; P19174; purified PLC-gamma1, fluorogenic substrate, fluorescence; in the data active = inhibition above about 9.5%
hgDAF-12 ag = hgDAF-12 agonism, primary luciferase screen; HEK293 GAL4-hgDAF12 UAS-luciferase reporter, agonist luminescence; normalized to butyrate control; activation, % at 6.8 µM; 370,000 tested, 1.8% active; AID 687014;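 active = activation above a cutoff set at the mean of all screened compounds plus 3 SD, cut at about 10% in these data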;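 note: 0% = DMSO wells and 100% = sodium butyrate wells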
ADAM17 inh = inhibits human ADAM17; recombinant ADAM17, EDANS/DABCYL FRET peptide cleavage; 370,000 tested, 0.83% active; AID 720648; inhibition, % at 6.95 µM; P78536;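 active = inhibition above the mean of compounds lying between control limits plus 3 SD, set per campaign, cut at about 8.5% in these data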;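 note: 0% = DMSO-only wells as the low control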
DAX1 inh-1 = NR0B1 (DAX1) inhibition; P51843; HEK293 Gal4-DAX1 luciferase reporter, luminescence; inhibition, % at 6.75 µM; 340,000 tested, 0.99% active; AID 504766;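 active = inhibition above the mean over all tested compounds plus 3 SD, cut at about 4.2% in these data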;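 note: 0% = DAX1-transfected cells with DMSO and 100% = empty-vector control cells with DMSO; inhibition shows as a rise in luminescence from relieved DAX1 repression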
ssDAF-12 act = activators of S. stercoralis DAF-12 nuclear receptor; HEK293 ssDAF-12/GRIP1 lit1-tk-luc reporter, luminescence; % of 3 µM dafachronic acid response; activation, % at 6.8 µM; 370,000 tested, 1% active; AID 652126;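 active = activation above the mean over all tested compounds plus 3 SD, cut at about 0.9% in these data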;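 note: 0% = DMSO-only wells and 100% = 3 µM delta7-dafachronic acid wells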
PLC-beta3 inh = PLC-beta3 (human) inhibition, primary screen; Purified PLC-beta3, fluorogenic substrate, fluorescence; inhibition, % at 12.2 µM; 370,000 tested, 0.18% active; Q01970; AID 720704; in the data active = inhibition above about 11%;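 note: 0% = median of compound wells on plate and 100% = full blocker control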
DAX1 inh-2 = DAX1 (NR0B1) inhibition, primary screen; HEK293T StAR-luciferase reporter, SF-1/DAX-1 repression relief; inhibition, % at 6.8 µM; 370,000 tested, 1.1% active; AID 652010;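 active = inhibition above the mean over all tested compounds plus 3 SD, cut at about 3.6% in these data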;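 note: 0% = DAX-1 cells with DMSO and 100% = cells lacking DAX-1 with DMSO; higher inhibition means more luminescence from relief of DAX-1 repression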
Active calls of the source: *; i = inactive; / = not tested or not shown.

SMILES	Rev-erbA mod	MBD2 inh	SMARCA2 act	hcDAF-12 act	PLCg1 inh	hgDAF-12 ag	ADAM17 inh	DAX1 inh-1	ssDAF-12 act	PLC-beta3 inh	DAX1 inh-2
CCCCc1nnc(SCC(=O)Nc2nccs2)n1C	-2	-1	-2	2.9	-1	-1.6	-5	-0.1	-1.1	-5	0.9
O=C(NCc1ccncc1)C1CCN(S(=O)(=O)c2cc(Cl)ccc2Cl)CC1	0	-1	-3	-0.3	3	-1.2	-7	-0.6	-0.6	1	0.1
Cc1cc(C)n(CC(C)NC(=O)c2cc(COc3c(F)cccc3F)on2)n1 (centres undefined)	-7	-1	0	0.5	-2	0.6	1	-1.7	-1.8	-3	-2.0
COc1ccccc1N1CCN(c2nc(C)nc3c2oc2ccccc23)CC1	0	4	-3	-2.0	-15	-0.8	0	-2.7	-1.6	-16	-2.5
COc1c(C=NNC(N)=O)c(OC)c(OC)c2c1CCO2	-1	-1	4	-0.4	-1	-0.8	-3	-0.9	-1.3	-1	0.1
C=CCOc1ccc(/C=C2\SC(=S)N(N3CCOCC3)C2=O)cc1	3	0	5	5.7*	-12	9.9	-56	1.4	-0.1	-25	2.1
Cc1cccc(C)c1NC(=O)CN(C)CC(=O)c1c(N)n(Cc2ccccc2)c(=O)n(C)c1=O	-5	3	0	1.2	-7	-0.6	-3	-0.6	-1.4	-9	0.7
CCS(=O)(=O)N1CCCC(C(=O)NCc2ccccc2Cl)C1 (centres undefined)	-1	-4	1	-0.3	3	0.4	1	0.0	-1.1	2	-0.1
COc1ccc(OC)c2[nH]c(=O)c(CCNC(=O)COc3ccccc3)cc12	0	-3	1	-2.4	-72	-3.6	-8	-0.9	-1.0	-109	-0.6
NCc1csc(Nc2ccc(C(=O)c3ccccc3)cc2)n1	-1	3	-2	3.9	-54	9.2	-3	/	-1.3	-63	-4.2

Part of the list above in order of SMILES length, highest first.
SMILES	Rev-erbA mod	MBD2 inh	SMARCA2 act	hcDAF-12 act	PLCg1 inh	hgDAF-12 ag	ADAM17 inh	DAX1 inh-1	ssDAF-12 act	PLC-beta3 inh	DAX1 inh-2
O=C(NCc1ccncc1)C1CCN(S(=O)(=O)c2cc(Cl)ccc2Cl)CC1	0	-1	-3	-0.3	3	-1.2	-7	-0.6	-0.6	1	0.1
Cc1cc(C)n(CC(C)NC(=O)c2cc(COc3c(F)cccc3F)on2)n1 (centres undefined)	-7	-1	0	0.5	-2	0.6	1	-1.7	-1.8	-3	-2.0
COc1ccccc1N1CCN(c2nc(C)nc3c2oc2ccccc23)CC1	0	4	-3	-2.0	-15	-0.8	0	-2.7	-1.6	-16	-2.5
COc1c(C=NNC(N)=O)c(OC)c(OC)c2c1CCO2	-1	-1	4	-0.4	-1	-0.8	-3	-0.9	-1.3	-1	0.1
CCCCc1nnc(SCC(=O)Nc2nccs2)n1C	-2	-1	-2	2.9	-1	-1.6	-5	-0.1	-1.1	-5	0.9

Next section
SMILES	Rev-erbA mod	MBD2 inh	SMARCA2 act	hcDAF-12 act	PLCg1 inh	hgDAF-12 ag	ADAM17 inh	DAX1 inh-1	ssDAF-12 act	PLC-beta3 inh	DAX1 inh-2
COc1ccccc1NC(=O)C/C(C)=N/NC(=O)COc1c(Br)cc(Br)cc1OC	11	-9	-5	-0.5	4	0.9	6	2.9	-1.7	-6	4.2*
COc1ccc(-c2nc(-c3ccccc3)no2)c(OC)c1	1	1	-5	0.6	0	-5.6	-2	-4.7	-1.7	0	0.0
Cc1nc(/C(N)=N/OC(=O)c2c(-c3ccccc3Cl)noc2C)cs1	-4	3	-1	0.1	1	-2.6	-4	5.9*	-1.6	-3	0.3
COc1ccc(-c2cc(C(F)(F)F)nc(SCCC(=O)NCc3ccco3)n2)cc1	5	-3	-2	-2.5	-7	-1.4	-9	/	-1.3	-8	-0.4
CCN(CC(=O)Nc1ccc(OC)cc1)C(=O)c1oc2c(Cl)cccc2c1C	2	-6	0	3.6	2	1.1	-2	-1.4	0.6	-5	0.1
Cc1onc(-c2c(F)cccc2Cl)c1C(=O)ONC(=O)c1ccccc1	-7	-8	-2	0.7	4	-0.8	3	0.1	0.0	6	0.3
C=CCCC(=O)N1C[C@H]2CCN(C)[C@H]2C[C@H]1c1ccc(Br)cc1	2	1	-2	-1.0	-1	-1.5	-3	/	-0.4	-1	0.8
CCCCn1c(SCC(=O)N2CCC(C)CC2)nc2ccsc2c1=O	-2	-5	0	-0.3	2	-4.0	1	-1.2	-2.1	2	-1.7
COc1ccc(N2CCN(C(=O)C3CCN(S(=O)(=O)c4ccc5c(c4)CC(C)N5C(=O)C4CC4)CC3)CC2)cc1 (centres undefined)	-3	5	-3	-0.2	1	0.9	5	/	-0.9	-2	1.5
CS(=O)(=O)N1N=C(c2ccco2)CC1c1ccccc1 (centres undefined)	-4	-5	3	3.7	0	-2.7	-2	0.0	-1.6	1	0.2

Quoted at random: 2 records from the list, in no set order.
SMILES	Rev-erbA mod	MBD2 inh	SMARCA2 act	hcDAF-12 act	PLCg1 inh	hgDAF-12 ag	ADAM17 inh	DAX1 inh-1	ssDAF-12 act	PLC-beta3 inh	DAX1 inh-2
Cc1nc(/C(N)=N/OC(=O)c2c(-c3ccccc3Cl)noc2C)cs1	-4	3	-1	0.1	1	-2.6	-4	5.9*	-1.6	-3	0.3
CS(=O)(=O)N1N=C(c2ccco2)CC1c1ccccc1 (centres undefined)	-4	-5	3	3.7	0	-2.7	-2	0.0	-1.6	1	0.2

(cont.)
SMILES	Rev-erbA mod	MBD2 inh	SMARCA2 act	hcDAF-12 act	PLCg1 inh	hgDAF-12 ag	ADAM17 inh	DAX1 inh-1	ssDAF-12 act	PLC-beta3 inh	DAX1 inh-2
O=C(O)C1C2C=CC3(CN(Cc4ccncc4)C(=O)C13)O2 (centres undefined)	-3	0	-3	-1.3	5	2.3	2	-0.8	-1.1	3	0.3
COc1cccc(OCCNc2cc(N3CCCCC3)ccc2[N+](=O)[O-])c1	3	4	-6	-1.2	0	2.0	-5	-1.0	-1.0	0	-0.4
COCCn1c(SCC(=O)Nc2ccccc2)nnc1-c1ccoc1C	-5	-1	-2	-1.3	0	1.1	-4	0.9	-0.5	-5	-0.2
CC(=O)Nc1ccc(S(=O)(=O)N2CCN(c3ncccn3)CC2)cc1	1	-1	0	-0.5	-4	0.9	-3	6.0*	-1.6	-6	-0.5
O=C(O)c1ccc(Cl)cc1NC(=O)C1CCCO1 (centres undefined)	-2	-3	-3	-1.1	2	1.0	1	-0.6	-1.5	12*	0.4
C/C(=N/NC(=O)CNC(=O)c1cccnc1)c1ccccc1	2	2	3	0.5	-1	2.1	-1	-1.0	-1.9	-5	0.0
Cc1nn(C)c(Oc2cccc(Cl)c2)c1C(=O)O	-3	8	-2	-0.6	-1	-3.6	-5	1.1	-1.6	-1	-0.5
CCCCN1CC(C(=O)NC2CCCCC2)CC1=O (centres undefined)	8	-6	1	-0.2	1	-0.2	-6	1.1	-1.1	3	0.0
COc1ccc(/C=C(\C#N)C(=O)N=CN(C)C)cc1	5	0	1	1.0	-8	-2.3	-6	1.7	-1.6	-7	0.3
COc1ccc(S(=O)(=O)N(C)CC(=O)NC2CCCCC2)cc1OC	-5	-5	-1	-0.8	2	-0.1	-4	-0.7	-0.4	0	-0.4
O=C(COc1ccc(Cl)cc1Cl)NCCC1=CCCCC1	8	-1	-3	-0.5	-2	-1.3	-1	-0.4	-1.1	-1	-0.6
O=C(COc1ccc(Cl)cc1Cl)NN1C(=O)C2C3C=CC(C3)C2C1=O (centres undefined)	7	3	-4	-1.7	-3	1.8	-2	0.2	-0.6	-10	0.6
O=C(CC1SC(=Nc2cccc3ccccc23)N(Cc2ccccn2)C1=O)Nc1ccccc1Br (centres undefined)	6	0	3	2.2	1	-1.9	-2	-0.3	-0.3	2	0.1
COc1ccc(OC)c(NC(=O)CSc2nnc(Cn3nnc4ccccc43)n2C)c1	2	2	-2	0.0	4	-2.1	0	-0.5	-1.2	2	-0.2
COc1ccc(C2COC(=O)C2=N)c(NC(=O)c2ccccc2)c1 (centres undefined)	-2	1	-2	8.2*	-84	4.9	-10	-0.2	0.0	-83	0.7
O=S(=O)(NC(=S)NC1CCCCC1)c1ccc(Cl)cc1	3	1	-3	-2.0	0	4.2	-5	0.1	-1.6	-2	-0.9
O=C(CSc1n[nH]c(-c2ccccc2)n1)Nc1ncccn1	-6	-5	-1	-3.3	-5	0.0	-4	0.8	-1.2	-2	0.1
CC(C)(C)C(=O)Nc1ccc(-c2cn3cccnc3n2)cc1	1	-2	6	1.3	i	8.9	i	1.1	-0.5	i	1.8
CCc1nccn1S(=O)(=O)c1cccc([N+](=O)[O-])c1	2	1	-1	-0.2	0	0.3	-1	-0.2	-1.3	0	-0.2
COc1cnc(-c2ccccn2)nc1Sc1cccc(Cl)c1	-2	-1	4	-0.8	5	-3.4	0	-1.1	-1.9	4	-1.1
C=CCN(C(=O)COc1ccccc1)c1nnc(-c2ccncc2)s1	4	5	1	-0.9	-10	0.3	-38	1.0	-1.1	-12	0.6
CC(C)CN(CCCNC(=O)CN1C(=O)CSc2ccc(S(=O)(=O)N3CCOCC3)cc21)CC(C)C	1	-3	2	-1.1	2	-0.5	3	1.2	0.9*	1	2.0
COc1cccc(C2C3CN(C)CC=C3C(C#N)=C(N)C2(C#N)C#N)c1OC (centres undefined)	1	3	-1	-0.9	-4	-1.3	-8	0.4	-1.4	-6	-0.3
CC1CCCCN1C(=O)c1c(Cl)cnn1C (centres undefined)	0	2	-2	-0.2	-3	1.9	-1	1.9	-0.7	-5	1.5
O=C(O)c1ccccc1NC(=O)C1CCCO1 (centres undefined)	2	-6	0	0.1	4	1.8	4	-0.5	-1.5	4	0.0
CCOC(=O)C(=CNc1cc(C)ccc1[N+](=O)[O-])C(=O)OCC	5	3	-3	0.3	-1	-1.8	-4	-1.9	-1.9	-7	0.0
COc1ccccc1NC(=O)c1cc(Cl)ccc1NC(=O)c1ccco1	0	5	-3	0.2	3	0.2	-2	0.7	-0.9	0	0.3
CCC(C)(C)NC(=O)C1CCCN1C(=O)NC1CCCCC1 (centres undefined)	-8	0	1	-0.2	1	-0.9	1	0.5	-1.5	-2	-0.6
CCn1nnnc1SCC(=O)Nc1cccc(C)n1	8	-4	-2	-1.6	4	-1.1	-1	0.7	-0.7	1	0.2
CCOC(=O)CSc1nc(C)c2ccccc2n1	3	2	3	1.1	3	-1.2	-4	-1.3	-0.7	-1	-0.1

Screens (PubChem)
